Source: PubChem (National Center for Advancing Translational Sciences (NCATS))
NPSR antag – neuropeptide S receptor (human) antagonism, cAMP. Q6W5P4. CHO-NPSR cells, cAMP TR-FRET, antagonist mode. Potency, µM (titrated, usually from 38.3 µM), for inactives: at the highest dose activity change, negative = inhibition, hits mostly inhibitors. 220,000 compounds, 1% hits; also: potency is read from the fitted curve at half-maximal effect; % is scaled to controls: 0 for no effect and ±100 for the full control effect; nearly all actives have a fitted effect of over 50% in size; many of its hits are not listed in these tables
TRb SRC2 PPI – TRbeta-SRC2 interaction inhibition; TRbeta-SRC2 peptide binding, fluorescence polarization; receptor liganded with 1 µM T3; Potency, µM (doses to about 106 µM), without a hit: at the highest dose activity change, negative = inhibition, most hits filed as inhibitors; 280,000 compounds, 0.065% hits; AID 1469;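 also: potency is read from the fitted curve at half-maximal effect; plate controls were bound peptide for no effect and peptide without receptor for full effect; nearly all actives have a fitted effect of over 50% in size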
Target sequence (P10828 whole entry, looked up): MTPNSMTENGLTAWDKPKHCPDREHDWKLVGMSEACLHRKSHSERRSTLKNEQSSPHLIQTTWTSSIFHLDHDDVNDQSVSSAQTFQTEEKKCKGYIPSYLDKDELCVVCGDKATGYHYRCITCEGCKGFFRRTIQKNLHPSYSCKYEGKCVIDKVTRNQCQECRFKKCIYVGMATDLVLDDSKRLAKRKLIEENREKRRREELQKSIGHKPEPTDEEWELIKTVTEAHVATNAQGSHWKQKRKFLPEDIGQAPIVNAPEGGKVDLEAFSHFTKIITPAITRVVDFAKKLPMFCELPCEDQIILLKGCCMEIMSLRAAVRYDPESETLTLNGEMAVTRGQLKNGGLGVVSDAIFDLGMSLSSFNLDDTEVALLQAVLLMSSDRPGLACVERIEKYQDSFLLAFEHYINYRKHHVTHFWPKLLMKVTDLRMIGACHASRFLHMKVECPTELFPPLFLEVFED
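Human TRb LBD (0.6 uM) plus Texas Red-labeled SRC2 peptide (20 nM), 1uM T3, 5% DMSO, 5 hr at ambient temperature. Decreased polarization (555/632 nm) flags inhibition; data normalized to free and bound peptide controls.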
GLA spleen mod – inhibits or activates alpha-galactosidase in human spleen homogenate; P06280; human spleen homogenate, 4MU-alpha-Gal fluorescence, 40 min; Potency, µM (highest dose often 80 µM), for inactives: at the highest dose activity change, negative = inhibition, hits mostly inhibitors; 240,000 compounds, 0.008% hits; AID 2107;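 also: potency is read from the fitted curve at half-maximal effect; 0% = enzyme with vehicle and -100% = no enzyme basal signal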
Target sequence (P06280 32-429 limits assumed): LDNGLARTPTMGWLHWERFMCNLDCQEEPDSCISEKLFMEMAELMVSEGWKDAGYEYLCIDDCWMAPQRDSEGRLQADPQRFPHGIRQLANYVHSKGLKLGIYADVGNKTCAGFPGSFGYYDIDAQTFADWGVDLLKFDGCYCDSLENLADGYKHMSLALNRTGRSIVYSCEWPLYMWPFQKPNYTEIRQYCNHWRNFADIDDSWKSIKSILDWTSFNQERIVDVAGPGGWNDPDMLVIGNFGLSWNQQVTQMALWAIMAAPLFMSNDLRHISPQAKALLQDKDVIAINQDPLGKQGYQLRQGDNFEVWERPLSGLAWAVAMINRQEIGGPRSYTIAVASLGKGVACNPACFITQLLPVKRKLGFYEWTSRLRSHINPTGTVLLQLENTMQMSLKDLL
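Spleen homogenate 1 ug + cpd (titration) + 4-MU-alpha-D-galactopyranoside 1 mM; 37C 40 min; 50 mM citrate/phosphate pH 5.0, 0.01% Tween-20; stop pH 10; fluorescence 365/440; AC50 via Hill.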
Epigenetic reg – epigenetic control regulation, reporter derepression; 280,000 compounds, 0.2% hits; Potency, µM (doses to about 53.9 µM), for the others: at the highest dose GFP activation, usual class: activators; AID 1865; murine LDR cells, GFP reporter derepression, 30 h; also: potency is read from the fitted curve at half-maximal effect; % of control where 0% means no effect; nearly all actives have a fitted effect of over 60% in size
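In this reporter-derepression format, murine cells bearing a silenced integrated CMV-GFP locus incubate with test compound (30 h, 37 C), then are washed and imaged; fluorescent objects of 20–120 um count as induced cells.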
Tau FP inhib – blocks human tau fibril formation measured by polarization. P10636. K18 P301L tau heparin fibrillization, Alexa594 FP, 6 h. Potency, µM (top dose mostly 57.7 µM), without a hit: top-dose activity, negative = inhibition, actives largely listed as inhibitors. 280,000 compounds, 0.39% hits; also: potency is read from the fitted curve at half-maximal effect; % is scaled to controls: 0 for no effect and ±100 for the full control effect; nearly all actives have a fitted effect of over 55% in size
Target sequence (P10636 561-689 P618L limits assumed): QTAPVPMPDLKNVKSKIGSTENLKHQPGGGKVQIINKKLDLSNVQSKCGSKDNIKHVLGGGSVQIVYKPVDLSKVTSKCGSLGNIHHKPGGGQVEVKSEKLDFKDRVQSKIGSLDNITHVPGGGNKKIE
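FP of Alexa 594-tau after heparin (20 uM) induction. Substrate: human K18 P301L, 15 uM unlabeled, 0.24 uM labeled. Buffer 100 mM sodium acetate pH 7. 6 hr, 37 C.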
Tau fluor cs – counter-screen for tau fibril formation inhibitors; tau K18 P301L Alexa594 fluorescence, heparin fibrillization; 280,000 compounds, 0.93% hits; Potency, µM (doses to about 57.7 µM), for inactives: at the top dose activity change, negative = decrease; AID 1463; also: potency is read from the fitted curve at half-maximal effect; % is scaled to controls: 0 for no effect and ±100 for the full control effect; nearly all actives have a fitted effect of over 55% in size
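Human tau K18 P301L (15 uM unlabeled, 0.24 uM Alexa 594-labeled) in 100 mM sodium acetate pH 7 with 20 uM heparin, 6 hr at 37 C. ThT 30 uM added, 1 hr ambient; Alexa 594 FP and total fluorescence read at 555/632 nm.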
TR SRC2 fluor cs – Texas Red fluorescence interference in TRb-SRC2 counter-screen. Potency, µM (highest dose often 106 µM), for inactives: top-dose fluorescence change, negative = quenching. 280,000 compounds, 0.29% hits. TRb/SRC2 Texas Red total fluorescence interference; active = well fitted curve in either direction with a large enough effect; inconclusive = small, poorly fitted or top-dose-only effect; also: potency is read from the fitted curve at half-maximal effect; % is scaled to controls: 0 for no effect and ±100 for the full control effect
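Human TRb ligand-binding domain at 0.6 uM with 20 nM Texas Red SRC2 peptide in Tris buffer containing 1 uM T3 and 5% DMSO, incubated with compound 5 h at ambient temperature. Total fluorescence (555/632 nm) calculated as parallel + 2 × perpendicular.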
CBFb RUNX1 block – inhibitors of human CBF-beta and RUNX1 interaction; AlphaScreen CBFb-His/RUNX1-biotin binding, biochemical; Potency, µM (top dose mostly 59.8 µM), inactives show top-dose activity, negative = inhibition, most hits filed as inhibitors; 230,000 tested, under 10 active; also: % of control where 0% means no effect
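AlphaScreen proximity signal reports loss of binding between His-tagged CBF-beta and biotin-labelled RUNX1, each at 30 nM. Proteins are pre-associated for 20 minutes, compounds added for 15 minutes, then beads for 90 minutes, all at ambient temperature.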
Numbers without * were called inactive; ? = inconclusive; · = not tested or not shown; & = joins results of further samples; [ ] = dose if it differs, or a comment. Unless noted, calls follow the shape of the dose curve; as a rule, active = well fitted curve in the direction sought with a large enough effect; inconclusive = small, poorly fitted or top-dose-only effect, or another doubt; inactive = no such curve, though single readings can be large; an effect the other way counts as inactive or inconclusive. Only part of the results is shown; count on the stated rates, not on these rows.

The opening 11 entries, ahead of the listing:
Fields: CBFb RUNX1 block	Epigenetic reg	TRb SRC2 PPI	GLA spleen mod	Tau fluor cs	Tau FP inhib	TR SRC2 fluor cs	NPSR antag
c1ccc(CCn2nnnc2CN2CCN(C3CCCC3)CC2)cc1
  4%	-0.8%	-25%	10%	7%	8%	-2%	11%[46.1 µM]
O=C(NCCc1cccs1)C12CN(Cc3ccccc3)CC1C(c1cccc([N+](=O)[O-])c1)=NO2 (stereo not given)
  4%	-0.9%	-19%	-3%	-27%	-4%	1%	?
CCCN1CCN(CCCNC(=O)c2ccc3c(c2)sc2nc(-c4ccc(OCC)cc4)cn23)CC1
  ·	0.0%	7%	·	?	10%	-4%	·
Cc1nc2cc(C(=O)NCCN3CCOCC3)ccc2n1-c1ccc(F)cc1F
  4%	0.0%	-6%	-1%	5%	-2%	20%	15%[46.1 µM]
CC1CCCCN1C(=O)CSc1nnc(-c2ccc(Cl)s2)o1 (stereo not given)
  -1%	-0.2%	-7%	7%	-4%	-6%	-2%	-20%[46.1 µM]
Cc1csc(SCc2c(C(=O)O)oc3ccccc23)n1
  0%	-2.5%	-11%	4%	-1%	-5%	-2%	-23%[46.1 µM]
CC[C@@H]1C(c2cccc(Cl)c2)=NN(c2ccc(Br)cc2)[C@H]1C(=O)N1CCOC1=O
  ?	4.0%	0%	14%	?	-6%	1%	·
CSc1ccc(/C=C/C(=O)OCC(=O)N(C)CCC#N)cc1
  -2%	-3.8%	-2%	14%	-3%	0%	-1%	6%
Cc1sc2ncnc(Sc3ccccc3C(=O)Nc3ccc(Br)cc3)c2c1C
  -5%	?	-2%	-12%	-24%	-14%	-8%	-21%[46.1 µM]
Cc1ccc(C)c(N2CCN(C(=O)c3ccc(Nc4nc5ccccc5n5nnnc45)cc3)CC2)c1
  ·	0.0%	1%	·	-22%	2%	-1%	·
Cc1cc(C(=O)Nc2c(C)n(C)n(-c3ccccc3)c2=O)cs1
  9%	-1.0%	-15%	5%	2%	5%	0%	0%[46.1 µM]

The listing (from the top)
Fields: CBFb RUNX1 block	Epigenetic reg	TRb SRC2 PPI	GLA spleen mod	Tau fluor cs	Tau FP inhib	TR SRC2 fluor cs	NPSR antag
c1ccc(CCn2nnnc2CN2CCN(C3CCCC3)CC2)cc1
  4%	-0.8%	-25%	10%	7%	8%	-2%	11%[46.1 µM]
O=C(NCCc1cccs1)C12CN(Cc3ccccc3)CC1C(c1cccc([N+](=O)[O-])c1)=NO2 (stereo not given)
  4%	-0.9%	-19%	-3%	-27%	-4%	1%	?
CCCN1CCN(CCCNC(=O)c2ccc3c(c2)sc2nc(-c4ccc(OCC)cc4)cn23)CC1
  ·	0.0%	7%	·	?	10%	-4%	·
Cc1nc2cc(C(=O)NCCN3CCOCC3)ccc2n1-c1ccc(F)cc1F
  4%	0.0%	-6%	-1%	5%	-2%	20%	15%[46.1 µM]
CC1CCCCN1C(=O)CSc1nnc(-c2ccc(Cl)s2)o1 (stereo not given)
  -1%	-0.2%	-7%	7%	-4%	-6%	-2%	-20%[46.1 µM]
Cc1csc(SCc2c(C(=O)O)oc3ccccc23)n1
  0%	-2.5%	-11%	4%	-1%	-5%	-2%	-23%[46.1 µM]
CC[C@@H]1C(c2cccc(Cl)c2)=NN(c2ccc(Br)cc2)[C@H]1C(=O)N1CCOC1=O
  ?	4.0%	0%	14%	?	-6%	1%	·
CSc1ccc(/C=C/C(=O)OCC(=O)N(C)CCC#N)cc1
  -2%	-3.8%	-2%	14%	-3%	0%	-1%	6%
Cc1sc2ncnc(Sc3ccccc3C(=O)Nc3ccc(Br)cc3)c2c1C
  -5%	?	-2%	-12%	-24%	-14%	-8%	-21%[46.1 µM]
Cc1ccc(C)c(N2CCN(C(=O)c3ccc(Nc4nc5ccccc5n5nnnc45)cc3)CC2)c1
  ·	0.0%	1%	·	-22%	2%	-1%	·
Cc1cc(C(=O)Nc2c(C)n(C)n(-c3ccccc3)c2=O)cs1
  9%	-1.0%	-15%	5%	2%	5%	0%	0%[46.1 µM]
CCN(CC)S(=O)(=O)c1cccc(C(=O)N/N=C/c2ccccn2)c1
  -16%	-0.6%	-9%	-7%	-9%	-11%	2%	-5%
CCC(C(=O)NCc1ccc(OC)c(OC)c1)n1nc(C)c2c(C)n(-c3ccc(C)cc3)nc2c1=O (stereo not given)
  ·	6.3%	7%	·	4%	6%	0%	·
COCCN1CCn2c(nc3cc(NC(=O)c4ccc(OC)cc4)ccc32)C1
  -18%	3.8%	-4%	12%	-26%	6%	0%	-6%[46.1 µM]
CCOCC(=O)Nc1sc2c(c1C(=O)OCC)CCCC2
  ?	5.8%	0%	7%	-15%	-4%	-8%	?
CCN(CC)S(=O)(=O)c1ccc2c(c1)c(=O)c(C(=O)NCCCN(C)c1ccccc1)cn2C
  7%	-1.2%	-7%	-1%	-28%	13%	1%	-21%[46.1 µM]
COc1ccc(Cl)cc1NC(=O)CCc1nc(-c2ccccc2F)no1
  29%	-1.3%&-0.5%	0%&2%	6%	?	?	0%&0%	-9%
COc1ccc(-c2[nH]ncc2-c2csc(C)n2)c(O)c1
  1%	0.0%	2%	1%	-1%	4%	-3%	15%
C=CCn1c(=O)c2ccccc2n2nnc(C(=O)OCC)c12
  9%	0.1%	1%	-8%	-11%	1%	-5%	20%
CCCCn1c(=O)c(C(=O)c2ccccc2)nc2ccccc21
  11%	-1.2%	-15%	-13%	-5%	2%	-1%	-15%[46.1 µM]

Just TR SRC2 fluor cs and TRb SRC2 PPI, for 2 of the compounds above:
| structure | TR SRC2 fluor cs | TRb SRC2 PPI |
| --- | --- | --- |
| CCC(C(=O)NCc1ccc(OC)c(OC)c1)n1nc(C)c2c(C)n(-c3ccc(C)cc3)nc2c1=O (stereo not given) | 0% | 7% |
| O=C(NCCc1cccs1)C12CN(Cc3ccccc3)CC1C(c1cccc([N+](=O)[O-])c1)=NO2 (stereo not given) | 1% | -19% |

(cont.)
Fields: CBFb RUNX1 block	Epigenetic reg	TRb SRC2 PPI	GLA spleen mod	Tau fluor cs	Tau FP inhib	TR SRC2 fluor cs	NPSR antag
O=C(NCCc1csc(-c2ccc(C(F)(F)F)cc2)n1)c1cccs1
  22%	0.0%	-16%	5%	-17%	1%	-2%	-6%[46.1 µM]
COc1c(/C=N/NC(=O)c2ccccc2O)c(CCN(C)C(C)=O)cc2c1OCO2
  ?	-2.2%	-8%	11%	5%	-14%	-4%	-14%
Cc1cc(C)cc(N(C(=O)CNC(=O)c2ccco2)C(C(=O)NC2CCCC2)c2cccnc2)c1 (stereo not given)
  7%	0.8%	2%	-5%	7%	5%	-3%	-10%[46.1 µM]
COc1ccc(C2=CC(c3c(C)nn(-c4ccccc4)c3Cl)n3nnnc3N2)cc1OC (stereo not given)
  3%	0.8%	2%	11%	-15%	8%	1%	?
O=C(NCCc1ccccc1)c1c[nH]c2ccc(S(=O)(=O)Nc3ccccc3F)cc2c1=O
  ·	-1.1%	0%	·	?	13µM*	-1%	·
N/C(=N\c1nc(CSc2ccccn2)cc(=O)[nH]1)Nc1ccc(Cl)cc1Cl
  10%	2.4%	6%	0%	8%	-8%	-1%	-16%
COCc1cc(C)nc(OCC(=O)N/N=C/c2ccc(O)cc2O)c1C#N
  ?	1.1%	-1%	6%	-11%	-3%	-3%	2%
COc1ccc(-n2nc([N+](=O)[O-])c(=NCCCN3CCCC3=O)n2O)cc1
  -1%	-3.2%	-9%	4%	-6%	-5%	-1%	1%
CCOC(=O)NC(=O)COC(=O)Cc1cc(OC)c(OC)c(OC)c1
  -4%	-1.0%	-19%	1%	8%	4%	-2%	-2%[46.1 µM]
Fc1ccc(C2CCCN2Cc2nc(Cc3ccccc3F)no2)cc1 (stereo not given)
  3%	-1.1%	14%	10%	6%	3%	0%	29%
Cc1cnc(NC(=O)CSc2nnc(C)s2)s1
  -1%	12%	4%	10%	-12%	4%	0%	-2%[46.1 µM]
O=[N+]([O-])c1ccc2nc(-c3ccc(OC(F)F)cc3)cn2c1
  9%	4.2%	-3%	5%	-19%	-7%	-7%	6%
Cc1ccc(CN(C(=O)c2ccc(OCC(C)C)cc2)c2ccccn2)o1
  ·	-2.4%	-9%	·	-12%	6%	?	·
Cc1cc(SCc2cc(=O)n3ccsc3n2)nc2ccccc12
  -5%	2.2%	-7%	-4%	0%	9%	1%	17%
c1ccc(COc2ccc(OCCN3CCCCC3)cc2)cc1
  -20%	-1.3%	7%[53 µM]	2%	12%	1%	-2%[53 µM]	16%
CC(=O)OCC(COC(C)=O)OC(C)=O
  5%	0.8%	7%[201 µM]	-1%&0%	-10%	-8%	4%[201 µM]	·
CCOC(=O)C1CCN(C(=O)c2oc3ccc(S(=O)(=O)N4CC(C)CC(C)C4)cc3c2C)CC1 (stereo not given)
  10%	-9.7%	-9%	4%	1%	5%	0%	?
COc1ccc(NC(=O)N2CCN(S(C)(=O)=O)CC2)c(OC)c1
  -2%	-1.3%	-5%	9%	2%	0%	-5%	9%
Cc1ccc(S(=O)(=O)CCC(=O)NCc2ccccc2)cc1
  -3%	0.0%	2%	4%	7%	?	1%	13%
COc1ccc(NC(=O)CN(Cc2ccccc2)S(C)(=O)=O)cc1
  -3%	-1.7%	5%	4%	-7%	9%	-1%	-4%[46.1 µM]
Nc1ccc(-c2nc3ccc(C(=O)O)cc3s2)cc1
  -9%	1.0%	13%	6%	-6%	14%	-27%	-30%
COc1ccc(/C=N/NC(=O)c2nc(Cl)c(Cl)c(N)c2Cl)cc1COc1ccc(F)cc1F
  4%	-0.1%	-3%	-9%	?	?	-1%	4%[46.1 µM]
COc1ccc(C2C(C(=O)Nc3ccc(F)cc3)=C(C)Nc3nc(CCCO)nn32)cc1 (stereo not given)
  3%	1.0%	-3%	-2%	-7%	-6%	-1%	-16%[46.1 µM]
Cc1cccc(NC(=O)c2ccc(CN3CCc4ccccc4C3)cc2)c1C
  2%	1.2%	6%	3%	7%	-1%	0%	-23%
